Screening data deposited in PubChem by several laboratories.
ASAP1 inh – ASAP1 ArfGAP inhibition. Q9ULH1. ASAP1-stimulated ARF1 GTP hydrolysis, GDP FP detection. inhibition, % at 16.5 µM. 360,000 tested, 0.19% active; in the data active = inhibition above about 25%;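 note: 0% = vehicle with enzyme and substrate and 100% = no enzyme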
KLK7 zymogen act – activates the human kallikrein-7 zymogen. P49862. purified proKLK7, EDANS-DABCYL substrate fluorescence; 100% is mature enzyme control, 0% vehicle. activation, % at 7 µM. 370,000 tested, 0.9% active. AID 652039;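 active = activation above the mean of all tested compounds plus 3 SD, computed per campaign excluding outliers beyond control limits, cut at about 13% in these data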
rCAG binder – molecules binding r(CAG) RNA repeats | inhibition, % at 3 µM | 370,000 tested, 1.3% active | r(CAG) RNA repeat, TO-PRO-1 dye displacement fluorescence;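 active = inhibition above the plate cutoff, the mean of all test compounds on that plate plus 3 SD, cut at about 35% in these data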;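 note: 0% = DMSO alone and 100% = 100 µM mitoxantrone as full dye displacement; higher means more dye released from RNA so lower well fluorescence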
ADAM10 inh – inhibitors of human ADAM10. 370,000 tested, 0.62% active. inhibition, % at 7 µM. AID 720582. recombinant ADAM10, EDANS/DABCYL FRET peptide cleavage, 3 h. O14672;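 active = inhibition above a per-campaign cutoff equal to the mean of compounds falling between control-based bounds plus 3 SD, cut at about 20% in these data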;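 note: 0% = DMSO wells while the 100% control is not disclosed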
GAA850 FXN act – activators of GAA850 frataxin (FXN) promoter | HEK293 lucGAA850 FXN promoter luciferase reporter, 24 h; percent of 10 µM SAHA response | activation, % at 6 µM | 360,000 tested, 0.56% active;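 active = activation above the average of all compounds screened plus 3 SD, cutoff fixed separately per campaign, cut at about 7.5% in these data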;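 note: 0% = DMSO wells and 100% = 10 µM SAHA wells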
HGIII-sPLA2 inh – Blocks human group III sPLA2 activity | inhibition, % at 12.2 µM | 370,000 tested, 0.56% active | QFRET BODIPY PC-A2 liposome hydrolysis, fluorescence | AID 743126;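 active = inhibition above mean plus 3 SD of compounds lying within the high and low control bounds, cut at about 19% in these data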;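 note: 0% = median of test compound wells and 100% = no enzyme DMSO wells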
ARFGAP1 inhibitor – inhibits rat ARF GTPase activating protein 1 | inhibition, % at 16.5 µM | Arfgap1-stimulated ARF1 GTP hydrolysis, GDP FP detection | Q62848 | AID 651572 | 360,000 tested, 0.26% active;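 active = inhibition above a per-plate limit, mean inhibition of low control wells plus 3 SD, cut at about 25% in these data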;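 note: 0% = DMSO wells with enzyme and 100% = wells lacking Arfgap1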
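Material: rat Arfgap1 catalytic domain, aa 1-136; also added: human ARF1(Δ1-17)-GTP substrate; compound dosing: one concentration, 16.5 µM, DMSO 1.26%; incubation: GTP hydrolysis reaction 2 h at 25 °C; measured by: Tracer-displacement fluorescence polarization with EDTA stop, 620/688 nm; evaluation: % inhibition from polarization; repeats: one replicate per compound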
DDE Tn6 FP inh – inhibitors of Tn6 peptide binding to human fibrin DD(E); P02675; Fibrin DD(E) TRITC-Tn6 fluorescence polarization displacement; inhibition, % at 8.3 µM; 370,000 tested, 0.21% active;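 active = inhibition above a per-campaign cutoff: mean of compounds within control limits plus 3 SD, cut at about 15% in these data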;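 note: 0% = median of all compound wells on the plate and 100% = blocking peptide control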
NPR1 activator – GC-A (human) enzyme activation; activation, % at 10 µM; 370,000 tested, 0.14% active; HEK293 GC-A cells, cGMP TR-FRET, EC30 ANP; 0% at EC30 ANP, 100% saturating ANP; P16066; in the data active = activation above about 40%
Target sequence (P16066 whole entry, looked up): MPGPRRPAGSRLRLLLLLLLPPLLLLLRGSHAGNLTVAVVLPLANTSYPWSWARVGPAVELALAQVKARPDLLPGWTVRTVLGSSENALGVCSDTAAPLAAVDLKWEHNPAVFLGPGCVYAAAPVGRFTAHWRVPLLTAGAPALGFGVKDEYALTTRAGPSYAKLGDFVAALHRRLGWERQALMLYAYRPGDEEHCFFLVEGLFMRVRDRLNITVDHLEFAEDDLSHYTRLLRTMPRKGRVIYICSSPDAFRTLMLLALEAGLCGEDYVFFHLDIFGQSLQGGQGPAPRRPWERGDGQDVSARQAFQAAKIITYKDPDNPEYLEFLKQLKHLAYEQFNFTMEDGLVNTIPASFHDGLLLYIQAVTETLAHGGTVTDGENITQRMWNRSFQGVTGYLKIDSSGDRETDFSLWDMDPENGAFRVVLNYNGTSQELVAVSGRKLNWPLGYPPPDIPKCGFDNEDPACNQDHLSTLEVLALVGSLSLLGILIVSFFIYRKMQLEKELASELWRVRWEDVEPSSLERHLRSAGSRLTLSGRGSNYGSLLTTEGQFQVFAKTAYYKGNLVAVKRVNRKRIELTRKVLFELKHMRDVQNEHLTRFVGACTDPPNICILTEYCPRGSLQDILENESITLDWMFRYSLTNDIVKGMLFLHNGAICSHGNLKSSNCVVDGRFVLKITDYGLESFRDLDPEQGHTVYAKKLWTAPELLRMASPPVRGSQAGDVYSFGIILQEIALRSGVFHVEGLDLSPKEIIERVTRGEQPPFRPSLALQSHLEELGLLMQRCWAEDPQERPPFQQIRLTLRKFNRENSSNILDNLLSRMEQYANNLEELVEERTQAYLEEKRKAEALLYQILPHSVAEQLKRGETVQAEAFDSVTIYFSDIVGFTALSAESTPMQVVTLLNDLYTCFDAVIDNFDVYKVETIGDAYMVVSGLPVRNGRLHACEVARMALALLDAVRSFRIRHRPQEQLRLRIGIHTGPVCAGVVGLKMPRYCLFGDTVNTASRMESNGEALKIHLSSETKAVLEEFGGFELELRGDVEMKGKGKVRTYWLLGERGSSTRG
NPR2 activator – GC-B (human) receptor activation; P20594; HEK293-GC-B cells, CNP EC30, cGMP TR-FRET; 0% at EC30 CNP, 100% saturating CNP; activation, % at 10 µM; 370,000 tested, 0.11% active; AID 1920062;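 active = activation at 10 µM reaching about 35% in either raw or pattern-adjusted values, limit read from the data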
* marks the source's active call; other numbers are inactive results; x = no result given. Not a hit list, and some 4.5% of all compounds hit somewhere here.

The first four compounds as a preview:
1	CCCC12CN3CC(C)(CN(C1)C31C(=O)Nc3ccc(C)cc31)C2=O (stereo not given)
2	O=C1CCCC(O)=C1N=Nc1ccc2c(c1)OCO2
3	C=CCc1cc(Cl)ccc1OCCNCCN1CCOCC1
4	Cc1c(Cl)cn2c(=O)cc(CN3CCN(c4ccccc4)CC3)nc2c1Cl

Compound	1	2	3	4
ASAP1 inh	4	5	-18	3
KLK7 zymogen act	-0.2	-0.5	-0.3	-0.1
rCAG binder	-7	2	-7	3
ADAM10 inh	-7	6	-14	-11
GAA850 FXN act	0.2	5.0	-0.4	0.9
HGIII-sPLA2 inh	13	1	11	2
ARFGAP1 inhibitor	3	-12	2	-3
DDE Tn6 FP inh	-5	-1	-2	15*
NPR1 activator	-3	-4	-5	-2
NPR2 activator	0	-5	-5	0

The list itself (from the top)
1	CCCC12CN3CC(C)(CN(C1)C31C(=O)Nc3ccc(C)cc31)C2=O (stereo not given)
2	O=C1CCCC(O)=C1N=Nc1ccc2c(c1)OCO2
3	C=CCc1cc(Cl)ccc1OCCNCCN1CCOCC1
4	Cc1c(Cl)cn2c(=O)cc(CN3CCN(c4ccccc4)CC3)nc2c1Cl
5	c1ccc(-c2noc(-c3ccco3)n2)nc1
6	CCOC(=O)C1=C(C)N=c2s/c(=C/c3cccc([N+](=O)[O-])c3O)c(=O)n2C1c1cc(OC)c(OC)c(OC)c1 (stereo not given)

Compound	1	2	3	4	5	6
ASAP1 inh	4	5	-18	3	-6	0
KLK7 zymogen act	-0.2	-0.5	-0.3	-0.1	-0.6	0.4
rCAG binder	-7	2	-7	3	1	34
ADAM10 inh	-7	6	-14	-11	-4	-15
GAA850 FXN act	0.2	5.0	-0.4	0.9	-0.5	0.1
HGIII-sPLA2 inh	13	1	11	2	-2	1
ARFGAP1 inhibitor	3	-12	2	-3	-1	9
DDE Tn6 FP inh	-5	-1	-2	15*	5	-8
NPR1 activator	-3	-4	-5	-2	-1	-3
NPR2 activator	0	-5	-5	0	0	-7

7	CC(=O)c1ccc(NC(=O)N[C@@H](Cc2ccccc2)C(=O)O)cc1
8	CCOc1ccc(N2C(=O)CSC2=NC#N)cc1
9	CCc1nc2ccc(C(=O)N(CC)CCN(C)C)cn2c1N(C)CCCc1ccccc1
10	O=C(CSc1nnc2ccc(-c3ccncc3)nn12)c1cccs1
11	COC(=O)C1CN(C(=O)C(C)Oc2ccc(C)c(C)c2)c2ccccc2O1 (stereo not given)
12	CC(C)Oc1cccc(C(=O)C2CCCN(Cc3ccc4nonc4c3)C2)c1 (stereo not given)

Compound	7	8	9	10	11	12
ASAP1 inh	6	7	5	1	-18	7
KLK7 zymogen act	-0.1	-0.1	-0.5	0.6	0.0	0.1
rCAG binder	4	4	-3	9	-8	-5
ADAM10 inh	6	-9	-25	10	4	3
GAA850 FXN act	-2.4	2.5	-3.7	4.3	1.1	0.0
HGIII-sPLA2 inh	-2	-1	11	-8	-8	-6
ARFGAP1 inhibitor	-4	2	-1	1	1	1
DDE Tn6 FP inh	4	4	-2	0	-3	2
NPR1 activator	3	0	-8	-1	-5	0
NPR2 activator	0	-1	-4	3	-4	-4

13	CCc1ccccc1NC(=S)NCc1cccn1C
14	CCOC(=O)C1CCN(C(=O)c2ccc3c(=O)n4nc(Nc5cc(C)ccc5C)sc4nc3c2)CC1
15	Cc1cccc(C)c1NC(=O)CN1C(=O)C2CC=CCC2C1=O (stereo not given)
16	CCCCN=C1NC(=O)C(CC(=O)NCCc2ccc(OC)cc2)S1 (stereo not given)
17	CC(C)CNc1nc(S(=O)(=O)c2ccccc2)c(Cl)s1
18	CSc1ccccc1C(=O)OCC(=O)N1CCCCCC1

Compound	13	14	15	16	17	18
ASAP1 inh	-3	6	-4	5	-22	10
KLK7 zymogen act	0.5	-0.4	0.0	-0.1	-0.3	0.2
rCAG binder	0	3	1	6	5	2
ADAM10 inh	-6	2	-5	3	9	-11
GAA850 FXN act	-0.2	0.4	1.7	1.5	-1.0	5.1
HGIII-sPLA2 inh	10	6	4	-4	-3	0
ARFGAP1 inhibitor	-3	7	3	-1	10	-5
DDE Tn6 FP inh	4	5	-3	-2	-6	6
NPR1 activator	-3	32	0	-1	-3	-4
NPR2 activator	-8	23	2	8	-3	-1

19	Cc1c(Nc2cc(N3CCCCCC3)c3nonc3c2[N+](=O)[O-])c(=O)n(-c2ccccc2)n1C
20	Cc1cc(C(=O)Nc2cccc(S(=O)(=O)N3CCCC3)c2)c2ccccc2n1
21	COc1ccc(CN2C(=O)c3cccnc3C2=O)cc1S(=O)(=O)N1CC(C)CC(C)C1 (stereo not given)
22	Cc1c(C(=O)Nc2ccccc2C(=O)N2CCCC2)cccc1[N+](=O)[O-]
23	Cc1sc2c(c1C)C(=O)/C(=C\Nc1ccncc1)S(=O)(=O)N2C
24	CCCCN1CC(COCc2ccccc2)Oc2cccc(Oc3ccc(SC)c(C)c3)c2S1(=O)=O (stereo not given)

Compound	19	20	21	22	23	24
ASAP1 inh	-5	9	2	9	4	-6
KLK7 zymogen act	-0.1	-0.2	-0.1	-0.3	0.4	-0.1
rCAG binder	4	5	-1	-4	-1	4
ADAM10 inh	5	-14	4	1	3	-16
GAA850 FXN act	1.2	0.3	-0.2	-0.6	-1.3	x
HGIII-sPLA2 inh	6	2	10	2	-6	5
ARFGAP1 inhibitor	3	6	-5	-2	0	2
DDE Tn6 FP inh	-2	-8	4	4	-5	4
NPR1 activator	-3	-2	1	0	-3	7
NPR2 activator	0	9	-2	2	2	1

25	C/C(=N\NC(=S)NCc1ccccc1)c1ccc(C#N)cc1
26	COc1cccc2c1OC1(C)CC2NC(=O)N1c1cccc(C(=O)Nc2ccc3c(c2)OCCO3)c1 (stereo not given)
27	N#CCC(=O)N/N=C/c1cc([N+](=O)[O-])ccc1N1CCOCC1
28	Cc1onc(-c2ccccc2Cl)c1C(=O)Nc1sc2c(c1C(N)=O)CCC(C)C2 (stereo not given)
29	COC(=O)[C@]12CCCCC=C1N(Cc1cccc3ccccc13)C(=O)[C@H](CC(=O)N1CCCC1)C2
30	COC(=O)c1sccc1NS(=O)(=O)c1ccccc1[N+](=O)[O-]

Compound	25	26	27	28	29	30
ASAP1 inh	2	12	-9	12	6	-7
KLK7 zymogen act	-0.5	0.7	0.2	-2.8	-0.3	-0.9
rCAG binder	2	-1	13	21	2	2
ADAM10 inh	-3	0	7	2	2	0
GAA850 FXN act	-1.7	-12	0.0	-3.4	x	-2.0
HGIII-sPLA2 inh	12	-1	-13	-17	-3	5
ARFGAP1 inhibitor	-7	-3	6	-1	8	3
DDE Tn6 FP inh	-5	1	5	3	6	-2
NPR1 activator	2	-3	2	1	-6	-1
NPR2 activator	-1	1	8	-2	1	5

31	COc1cc(OC)c(NC(=O)c2cccc(F)c2)cc1Cl
32	COc1cccc(OC)c1C(=O)N1CCN(C(=O)c2ccc(-c3ccccc3)cc2)CC1
33	CCOc1cc(C(=O)Oc2cc(C)[nH]c(=O)c2[N+](=O)[O-])cc(OCC)c1OCC
34	O=C(Nc1cc(S(=O)(=O)N2CCOCC2)ccc1N1CCCC1)c1cc2c(s1)CCCC2
35	N#Cc1ccccc1S(=O)(=O)N1CCNS(=O)(=O)c2ccccc21
36	CCN(CCCn1c(=S)[nH]c2ncccc2c1=O)c1ccccc1

Compound	31	32	33	34	35	36
ASAP1 inh	6	-8	-7	x	-15	16
KLK7 zymogen act	0.0	0.3	0.4	x	-0.5	0.1
rCAG binder	-5	0	5	x	0	2
ADAM10 inh	-1	-1	12	2	-12	-3
GAA850 FXN act	0.3	0.1	-0.1	x	1.5	1.7
HGIII-sPLA2 inh	5	-7	-1	4	2	11
ARFGAP1 inhibitor	6	-6	-13	x	12	-5
DDE Tn6 FP inh	-3	14	2	2	-2	-3
NPR1 activator	4	3	1	1	1	-3
NPR2 activator	-4	3	1	-5	4	-3

37	CCn1c(SCc2nc3ccccc3s2)nc2cc(S(=O)(=O)N3CCOCC3)ccc21
38	Cc1ccccc1-c1nn[nH]n1
39	CC(C)CC(NC(=O)C1CCCCC1)C(=O)NCc1ccccn1 (stereo not given)
40	CC(C)C[C@@H]1Cc2[nH][nH]c(=O)c2[C@H](CCc2ccccc2)O1
41	Cc1ccc(C23CC4CC(CC(C(=O)NC(C)C(=O)O)(C4)C2)C3)cc1 (stereo not given)
42	Cn1c(=NC(=O)c2cnccn2)sc2ccccc21

Compound	37	38	39	40	41	42
ASAP1 inh	-1	0	-11	-12	4	4
KLK7 zymogen act	-0.2	-0.3	-0.5	0.7	0.2	-0.5
rCAG binder	8	0	-3	3	8	9
ADAM10 inh	7	7	-3	5	4	14
GAA850 FXN act	12*	-1.4	0.7	x	1.3	7.0
HGIII-sPLA2 inh	-2	-1	5	-40	-4	11
ARFGAP1 inhibitor	-6	-7	0	7	-7	12
DDE Tn6 FP inh	1	3	-1	4	-4	5
NPR1 activator	-3	3	3	-3	1	-1
NPR2 activator	-1	2	-1	-3	4	-1

43	CC(=O)C1C(c2ccccc2)c2c(noc2C)CC1(C)O (stereo not given)
44	COC(=O)c1ccc(NC(=O)CC2C(=O)N(C)C(=S)N2Cc2ccc(S(N)(=O)=O)cc2)cc1 (stereo not given)
45	Cc1[nH]c2ccccc2c1CC(=O)Nc1ccc(Nc2cccnc2)c(Br)c1
46	O=C(N/N=C/c1coc2ccc(Cl)cc2c1=O)c1ccncc1
47	CC(=O)Nc1ccc(CNc2nc3cc(-c4ccsc4)sc3c(=O)n2C)cc1
48	COC(=O)c1ccccc1NC(=S)NC(NC(=O)c1ccccc1[N+](=O)[O-])C(Cl)(Cl)Cl (stereo not given)

Compound	43	44	45	46	47	48
ASAP1 inh	1	6	27*	9	4	-7
KLK7 zymogen act	0.3	0.3	0.5	0.0	0.8	-0.8
rCAG binder	-3	12	12	-2	7	13
ADAM10 inh	2	2	2	0	-2	-3
GAA850 FXN act	-0.8	-0.8	x	-1.0	-0.8	0.4
HGIII-sPLA2 inh	6	-47	-39	-16	-1	3
ARFGAP1 inhibitor	2	10	21	12	11	12
DDE Tn6 FP inh	-3	3	-3	5	-1	2
NPR1 activator	2	1	-4	6	-5	1
NPR2 activator	2	7	-7	3	2	1
